NCOA2 inhibitor: inhibition of GAL4-SRC2 driven luciferase reporter, primary screen, SRC2 inhibitor project, cell-based, luminescence; Nuclear receptor coactivator 2 (Homo sapiens), Q15596; HEK293 GAL4-SRC2 luciferase reporter; inhibition, % at 9 µM; hit rate 0.17% among 370,000; AID 651957, 2012;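 active = inhibition above the mean inhibition of all tested compounds plus 3 SD, set per campaign, cut at about 52% in these data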;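 note: 0% = DMSO treated cells and 100% = cells given Gossypol at 36 µM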
C8 TRAIL sens: viability loss with TRAIL in NB7+C8 cells, primary screen, TRAIL sensitizer project, cell-based, ATPlite luminescence. inhibition (viability loss, TRAIL sensitization), % at 10 µM. hit rate 1% among 360,000;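 active = compounds causing at least 50% loss of cell viability in the single-dose screen, relative to plate controls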
NCOA3 inh: SRC3 coactivator transcriptional activity inhibitors, primary screen, cell-based, luminescence; Nuclear receptor coactivator 3 (Homo sapiens), Q9Y6Q9; AID 588352, 2011; HEK293 GAL4-SRC3 luciferase reporter; hit rate 0.17% among 360,000; inhibition, % at 3.6 µM;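 active = inhibition above a per-campaign cutoff, the mean of all compounds plus 3 SD, cut at about 60% in these data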;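 note: 0% = DMSO-treated cells and 100% = gossypol-treated cells at 36 µM; higher means less SRC3-driven luciferase light from the GAL4 reporter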
EBV LMP1 NFkB: EBV LMP1-driven NF-kappaB luciferase reporter inhibitors, primary screen, cell-based, luminescence, single point; LMP1-induced NF-kappaB luciferase reporter cells; inhibition, % at 12.5 µM; hit rate 0.69% among 350,000; AID 504558, 2011; in the data active = inhibition above about 41%;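 note: 0% = neutral control wells and 100% = reference inhibitor control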
SRC1 inh: SRC1 coactivator transcriptional activity inhibitors, primary screen, cell-based, luminescence. HEK293 GAL4-SRC1 luciferase reporter. inhibition, % at 3.6 µM. hit rate 0.12% among 360,000. AID 588354, 2011;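 active = inhibition above the campaign mean plus 3 SD, with each screening campaign given its own cutoff, cut at about 60% in these data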;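 note: 0% = DMSO treated cells and 100% = gossypol at 36 µM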
NR2F2 inh: NR2F2 transcriptional activity inhibitors, primary screen, cell-based, luciferase reporter, HEK293T, luminescence; COUP transcription factor 2 (Homo sapiens), P24468; HEK293T NGFI-A luciferase reporter; inhibition, % at 8.6 µM; hit rate 0.7% among 370,000; AID 686940, 2013;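 active = inhibition above a per-plate cutoff, mean inhibition of test wells between control levels plus 3 SD, cut at about 38% in these data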;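 note: cells cotransfected with COUP-TFII expression vector driving the NGFI-A reporter; 0% = median of COUP-TF2 test wells and 100% = reporter-only cells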
Target sequence (P24468 whole entry, looked up): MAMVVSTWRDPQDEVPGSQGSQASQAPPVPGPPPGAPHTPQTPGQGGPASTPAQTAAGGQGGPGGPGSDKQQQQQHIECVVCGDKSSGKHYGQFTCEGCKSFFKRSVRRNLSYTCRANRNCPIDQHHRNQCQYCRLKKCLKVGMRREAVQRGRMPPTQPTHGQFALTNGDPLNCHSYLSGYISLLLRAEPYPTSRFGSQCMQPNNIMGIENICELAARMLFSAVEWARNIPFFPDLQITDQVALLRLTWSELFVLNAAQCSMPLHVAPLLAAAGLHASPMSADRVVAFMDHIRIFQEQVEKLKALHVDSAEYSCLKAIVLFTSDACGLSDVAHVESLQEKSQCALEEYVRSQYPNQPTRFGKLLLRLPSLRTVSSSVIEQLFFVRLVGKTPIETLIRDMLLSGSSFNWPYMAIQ
TROY signal inh: inhibitors of TROY-driven NF-kB signaling, primary screen, Q293 LMP1-TROYcd cells, NF-kB luciferase, uHTS; AID 1347056, 2019; inhibition, % at 10 µM; Q293 LMP1-TROYcd NF-kB luciferase reporter, 4 h; hit rate 0.98% among 360,000;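 active = compounds whose plate-normalised and pattern-corrected inhibition of the luciferase reporter signal at the single screening dose is 50% or more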
LRH-1 inv ag: LRH-1 (NR5A2) inverse agonists, primary screen, cell-based, luminescence, HEK293T, StAR-luciferase reporter; Nuclear receptor subfamily 5 group A member 2 (Homo sapiens), O00482; LRH-1 transfected, 24 h; inhibition, % at 3.6 µM; hit rate 0.13% among 360,000; AID 602396, 2012;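 active = inhibition above the mean inhibition of all tested compounds plus 3 SD, cut at about 73% in these data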;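 note: 0% = DMSO wells and 100% = reporter-only cells lacking LRH-1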
Target sequence (O00482 whole entry, looked up): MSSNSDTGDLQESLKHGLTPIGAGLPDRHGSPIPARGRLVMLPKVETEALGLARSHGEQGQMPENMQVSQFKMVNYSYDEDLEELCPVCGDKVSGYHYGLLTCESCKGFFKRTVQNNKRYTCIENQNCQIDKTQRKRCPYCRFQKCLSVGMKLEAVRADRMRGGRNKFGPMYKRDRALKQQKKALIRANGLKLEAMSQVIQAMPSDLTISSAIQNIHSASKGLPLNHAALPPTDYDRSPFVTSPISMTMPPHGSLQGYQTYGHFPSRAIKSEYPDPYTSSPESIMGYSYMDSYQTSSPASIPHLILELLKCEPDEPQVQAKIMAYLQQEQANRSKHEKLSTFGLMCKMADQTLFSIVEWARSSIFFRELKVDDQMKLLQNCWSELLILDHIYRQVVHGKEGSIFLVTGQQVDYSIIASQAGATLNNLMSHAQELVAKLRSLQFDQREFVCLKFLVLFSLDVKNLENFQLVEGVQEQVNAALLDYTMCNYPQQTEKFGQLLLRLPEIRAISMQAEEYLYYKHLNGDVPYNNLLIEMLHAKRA
TLR9-MyD88 inh: inhibitors of TLR9-MyD88 association in cells, primary screen, cell-based, CHO, BLA complementation, fluorescence | CCF4 FRET ratio | AID 504734, 2011 | hit rate 0.21% among 340,000 | inhibition, % at 4.98 µM;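 active = inhibition above the mean over all tested compounds plus 3 SD, cut at about 21% in these data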;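 note: 0% = DMSO only wells and 100% = clavulanate BLA inhibitor control wells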
NOD2 RIPK2 PPI: NOD2-RIPK2 binding disruptors in cells, primary screen, fluorescence, CHO cells, BLA complementation; CCF4 ratio; inhibition, % at 4.98 µM; hit rate 0.38% among 360,000; in the data active = inhibition above about 21%;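 note: 0% = vehicle only and 100% = reference blocker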
TWEAK-Fn14 inh: inhibitors of TWEAK-Fn14 signaling, primary screen, luciferase reporter cells, uHTS; hit rate 2% among 360,000; inhibition, % at 10 µM; TWEAK-stimulated Fn14 reporter cells, luciferase luminescence, 8 h; in the data active = inhibition above about 50%
The depositor's hits bear a star; · = no result given. Some of the compounds tested (hit frequency here may not be typical).

Values run as follows: NCOA2 inhibitor	C8 TRAIL sens	NCOA3 inh	EBV LMP1 NFkB	SRC1 inh	NR2F2 inh	TROY signal inh	LRH-1 inv ag	TLR9-MyD88 inh	NOD2 RIPK2 PPI	TWEAK-Fn14 inh
> O=C(CSc1nc2ccccc2[nH]1)c1cccs1
→ -11	-1	-63	-26	-142	-55	-46	-156	-7	-12	1
> Cc1cccc(NC(=S)NCc2ccncc2)c1C
→ -38	7	1	-1	2	14	4	-11	-5	-3	3
> COC(=O)c1ccc(C(=O)OC)c(NC(=O)CCS(=O)(=O)Cc2ccccc2)c1
→ -15	-17	8	-7	-5	-19	-1	40	-21	-3	-5
> CCOC(=O)c1ccccc1NS(=O)(=O)c1cnn(CC)c1C
→ 8	-25	5	1	3	-4	16	10	-7	5	6
> COc1ccc(CNC(=O)c2cccc3c2C(=O)N(CC2CCCO2)C3)cc1 (stereo unspecified)
→ -9	1	-4	-2	-13	2	-7	-17	-1	1	13
> CCC1=Nc2cc(C(=O)NCc3cccnc3)ccc2Sc2ccc(C)cc21
→ -3	25	13	17	-2	5	26	16	0	0	-15
> Cc1ccc(NC(=O)N2C3CCCC2CC(NC(=O)C(C)(C)C)C3)cc1 (stereo unspecified)
→ -23	9	13	10	6	2	1	8	-7	-3	0
> COc1ccccc1CNC(=O)C(=O)NCC1OCCN1S(=O)(=O)c1ccc2c(c1)OCCO2 (stereo unspecified)
→ 4	-9	4	-6	14	0	-2	-5	-1	-7	7
> C=Cc1ncc(OC)c2c1[nH]c1ccccc12
→ ·	66*	38	-12	23	·	10	40	-7	-12	24
> O=C(c1ccc(=O)[nH]c1)N(Cc1ccco1)C1(C(=O)NC2CCCCC2)CCCCC1
→ -1	-20	4	3	9	-10	-2	12	-15	-14	-6

The list goes on; it opens with the two that closed the last part.
Values run as follows: NCOA2 inhibitor	C8 TRAIL sens	NCOA3 inh	EBV LMP1 NFkB	SRC1 inh	NR2F2 inh	TROY signal inh	LRH-1 inv ag	TLR9-MyD88 inh	NOD2 RIPK2 PPI	TWEAK-Fn14 inh
> C=Cc1ncc(OC)c2c1[nH]c1ccccc12
→ ·	66*	38	-12	23	·	10	40	-7	-12	24
> O=C(c1ccc(=O)[nH]c1)N(Cc1ccco1)C1(C(=O)NC2CCCCC2)CCCCC1
→ -1	-20	4	3	9	-10	-2	12	-15	-14	-6
> O=C(CN1C(=O)NC(Cc2c[nH]c3ccccc23)C1=O)Nc1ccc(Br)cc1F (stereo unspecified)
→ -23	2	17	-1	0	18	0	23	-3	-1	15
> Cc1ccc2c(c1)nnn2C1CCN(S(=O)(=O)c2ccc(C(=O)NC3CCCC3)cc2)CC1
→ -10	35	11	10	-19	-5	27	-9	-3	4	21
> CCOc1ccc2[nH]c3nc(SCC(=O)NCC4CCCO4)nnc3c2c1 (stereo unspecified)
→ 4	3	-2	4	-8	-1	-1	-13	-11	-2	-2
> CC(=C\c1ccco1)/C=C(\C#N)C(=O)NCCc1c[nH]c2ccccc12
→ 6	-9	-4	1	6	22	-1	-6	4	0	29
> Cc1cc(Br)ccc1NC(=O)CNC(=O)Cn1ncc(Cl)c(Cl)c1=O
→ -13	29	-40	83*	-27	13	28	-28	5	25*	60*
> COc1ccccc1C(=O)CC(=O)c1ccccc1
→ -56	12	-79	-14	-67	-24	-43	-79	-6	-1	-5
> COc1cc(Cl)c(C)cc1NC(=O)CCNC(=O)c1ccco1
→ 1	-2	-5	-5	3	15	4	-14	-5	-5	3
> C[C@H](C(=O)O)c1n[nH]c(=O)c2ccccc12
→ 8	4	6	-10	6	17	5	-8	5	1	7
> CC1CC(C)(C)CC2(C1)NC(=O)N(CC(=O)NCC(c1ccco1)N1CCCCC1)C2=O (stereo unspecified)
→ -42	-7	20	-5	1	0	8	2	2	-2	-10
> CCCc1cc(=O)n2[nH]c(NC(=O)c3ccco3)nc2n1
→ -3	2	1	-12	-25	-17	12	-7	1	-4	13

Other compounds:
SMILES	NCOA2 inhibitor	C8 TRAIL sens	NCOA3 inh	EBV LMP1 NFkB	SRC1 inh	NR2F2 inh	TROY signal inh	LRH-1 inv ag	TLR9-MyD88 inh	NOD2 RIPK2 PPI	TWEAK-Fn14 inh
Cc1ccc2c(COC(=O)C34CC5CC(CC(C5)C3)C4)cc(=O)oc2c1	-10	-1	-2	-46	-9	-3	-50	5	-13	-3	-22
CCOc1ccc(S(=O)(=O)Nc2ccc(C(=O)N/N=C(\C)c3ccc(-n4ccnc4)cc3)cc2)cc1	-9	9	-7	-16	-17	7	10	-35	5	-14	-22
Cc1ccc(-c2csc3nnc(SCC(=O)Nc4cccc(C)n4)n23)cc1	-2	-5	-8	1	-13	-3	-41	-30	3	-8	10
COc1ccc(NC(=O)CSc2nc(-c3ccncc3)nn2CC(=O)N2CCCC2)cc1	-3	6	9	4	-2	-6	-6	11	12	-2	1
C=CCNc1nc(-c2sc(NC(=O)CC)nc2C)cs1	-25	0	-2	-13	-16	-7	14	-3	-5	2	7
NC(=O)CC(NC(=O)c1ccc(Br)cc1)c1ccc(N2CCN(c3ccccn3)CC2)c([N+](=O)[O-])c1 (stereo unspecified)	16	9	6	-2	7	-2	5	-15	-4	3	1
COc1cccc(NC(=O)CN(c2ccc(C)cc2)S(=O)(=O)c2c(C)nn(C)c2C)c1	13	-23	13	-9	-6	3	-3	4	0	4	9
CCNC(=O)N(C)c1c(CC)nc2ccc(C(=O)N3CCN(C(=O)c4ccco4)CC3)cn12	-7	2	19	·	4	10	8	24	·	-9	-1
Cn1cnc(C(=O)N2CCN(c3ccccc3)CC2)c1C(=O)N1CCN(c2ccccc2)CC1	-15	-1	-1	3	5	-15	-2	7	-2	-10	3
COc1cccc(-c2nc(CS(=O)(=O)CC(=O)Nc3cc(F)ccc3F)c(C)o2)c1	1	-3	19	-5	16	8	-13	12	-8	-14	-5
N/C(=N\OC(=O)c1cccs1)c1cccc([N+](=O)[O-])c1	-51	2	-58	-39	-96	-8	-65	-27	-6	0	-25
NC(=O)c1ccc(NC(=O)COC(=O)/C=C/c2ccc3c(c2)OCO3)cc1	-17	-4	-15	-1	-31	-13	-38	24	-4	-13	-34
Cn1nnnc1SCC(=O)Nc1ccc(Br)cc1Cl	-10	8	-11	-9	-6	-11	4	21	-2	2	-16
Cc1nc2nc(NC(=O)c3ccco3)[nH]n2c(=O)c1C	-23	-11	9	4	-10	4	-14	-3	0	-2	-9
Cc1ccc(NC(=O)c2cccs2)cc1S(=O)(=O)Nc1cccc(Cl)c1	-2	2	28	-8	22	13	39	8	-3	7	60*
COc1cccc(NC(=O)CN(Cc2ccccc2)S(C)(=O)=O)c1	2	-7	7	1	5	2	-10	7	13	-9	20
CCN(CC)S(=O)(=O)c1ccc(C(=O)OCCNC(=O)c2cccnc2)cc1	-12	-8	-5	-2	-20	9	17	-5	-4	-4	3
Cc1ccccc1CSCc1ccc(C(=O)NCCCN2CCOCC2)o1	-1	-9	4	1	2	4	3	17	7	8	1
CC(NC(=O)CSc1ncccn1)c1ccc(Cl)cc1Cl (stereo unspecified)	13	2	10	-4	9	2	-37	-3	-4	0	18
COc1ccc(OC)c(/C=C2\Oc3cc(OCC(=O)N4CC(O)C[C@H]4C(=O)O)ccc3C2=O)c1 (stereo partly specified)	10	-1	-3	-6	10	-16	7	13	0	6	-7
CCCCN(C(=O)Cc1ccc2c(c1)OCCO2)c1c(N)n(CC(C)C)c(=O)[nH]c1=O	-9	1	-13	4	0	-24	18	-18	1	-3	3
COc1cccc(C(=O)Nc2nc(-c3ccccc3)c(-c3ccccc3)o2)c1	10	-1	11	14	-18	-8	-8	-8	2	-5	2
COc1ccc(-c2cc3ncc(-c4ccccc4)c(N)n3n2)cc1	-33	62*	-56	-53	-79	-38	16	-154	-5	9	2
CCC(C)c1c(O)nc(SCC(=O)N2CCCCC2)[nH]c1=O (stereo unspecified)	10	-17	-2	-4	-4	-2	-11	2	6	1	18
c1cnc(NCCSSCCNc2ncccn2)nc1	-12	-8	-4	7	-6	-14	2	-3	2	2	-6
C(=N\Nc1nc2ccccc2[nH]1)/c1ccccc1	-4	4	-31	-26	-52	-13	-4	-136	4	6	11
CCOC(=O)c1nc(NCc2ccccc2F)c2ccccc2n1	8	10	5	77*	-1	0	-9	5	7	2	5
CC(C)N1CCc2c(sc(NC(=O)c3ccc(C(=O)c4ccccc4)cc3)c2C(N)=O)C1	15	15	14	8	1	8	17	14	3	2	-18
O=C(NCCCN1CCOCC1)c1ccc(Sc2ccc(Br)cc2)c([N+](=O)[O-])c1	6	5	6	-3	-7	8	15	12	3	-4	6
Cc1ccc(-n2cc(CN3CCN(Cc4nccn4C)CC3)c(-c3ccc(F)cc3)n2)cc1	-17	4	10	0	-5	-1	-9	7	1	1	-2

Just EBV LMP1 NFkB and C8 TRAIL sens (7 entries from above):
| molecule | EBV LMP1 NFkB | C8 TRAIL sens |
| --- | --- | --- |
| O=C(CN1C(=O)NC(Cc2c[nH]c3ccccc23)C1=O)Nc1ccc(Br)cc1F (stereo unspecified) | -1 | 2 |
| Cc1ccc2c(c1)nnn2C1CCN(S(=O)(=O)c2ccc(C(=O)NC3CCCC3)cc2)CC1 | 10 | 35 |
| CCOc1ccc2[nH]c3nc(SCC(=O)NCC4CCCO4)nnc3c2c1 (stereo unspecified) | 4 | 3 |
| CC(=C\c1ccco1)/C=C(\C#N)C(=O)NCCc1c[nH]c2ccccc12 | 1 | -9 |
| Cc1cc(Br)ccc1NC(=O)CNC(=O)Cn1ncc(Cl)c(Cl)c1=O | 83* | 29 |
| COc1ccccc1C(=O)CC(=O)c1ccccc1 | -14 | 12 |
| COc1cc(Cl)c(C)cc1NC(=O)CCNC(=O)c1ccco1 | -5 | -2 |

Bioassay records from PubChem BioAssay.
